Screening data as filed in PubChem.
TSHR antagonist – Antagonists of the Thyroid Stimulating Hormone Receptor: HTS campaign; Thyrotropin receptor (Homo sapiens), P16473; TSHR-expressing cells, TSH-stimulated cAMP HTRF, 2 h; active compounds read low; activity change, negative = inhibition, % at 11.5 µM; 330,000 compounds, 0.2% hits; AID 504810, 2011;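 active = activity change below a set negative limit, meaning inhibition stronger than a set level, cut at about -70% in these data; inconclusive = activity change between two set negative limits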; also: % is scaled to controls: 0 for no effect and ±100 for the full control effect
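TSHR-expressing cells, 200/well, pre-treated with compound, then stimulated with EC80 TSH (4nM final) for 2 hours at 37 deg C. cAMP measured by competitive HTRF: anti-cAMP cryptate antibody in lysis buffer plus cAMP-d2, read after 30 minutes at room temperature.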
Eya2 inh – qHTS Assay for Inhibitors of the Phosphatase Activity of Eya2; 330,000 compounds, 0.006% hits; Potency, µM (titrated, usually from 76.9 µM), inactives show at the highest dose activity, negative = inhibition, usual class: inhibitors; Protein phosphatase EYA2 (Homo sapiens), O00167; recombinant Eya2, OMFP fluorescence dephosphorylation (OMFP is methylfluorescein phosphate); also: potency is read from the fitted curve at half-maximal effect; % is scaled to controls: 0 for no effect and ±100 for the full control effect
Target sequence (O00167 whole entry, looked up): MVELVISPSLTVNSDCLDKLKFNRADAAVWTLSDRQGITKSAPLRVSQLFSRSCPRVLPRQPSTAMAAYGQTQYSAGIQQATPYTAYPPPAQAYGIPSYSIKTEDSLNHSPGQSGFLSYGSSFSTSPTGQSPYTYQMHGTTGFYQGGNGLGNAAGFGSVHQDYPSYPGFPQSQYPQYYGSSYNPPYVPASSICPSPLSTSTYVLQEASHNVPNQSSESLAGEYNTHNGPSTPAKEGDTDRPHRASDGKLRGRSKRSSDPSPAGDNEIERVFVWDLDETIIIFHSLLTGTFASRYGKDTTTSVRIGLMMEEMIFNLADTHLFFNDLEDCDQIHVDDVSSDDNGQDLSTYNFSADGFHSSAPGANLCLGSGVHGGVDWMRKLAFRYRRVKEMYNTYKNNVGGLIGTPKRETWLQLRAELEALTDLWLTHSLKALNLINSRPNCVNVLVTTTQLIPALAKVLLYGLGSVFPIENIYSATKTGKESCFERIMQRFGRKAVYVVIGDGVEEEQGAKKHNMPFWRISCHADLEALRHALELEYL
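Eya2 protein (added as 0.2 uM solution) was preincubated with compound for 10 min at ambient temperature in 50 mM HEPES pH 7.5, 50 mM NaCl, 5 uM MgCl2, 0.05% BSA, 1 mM DTT. OMFP (added at 50 uM) then reacted 10 min; fluorescence read at 485/525 nm.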
AT treatment – qHTS Assay for Identifying a Potential Treatment of Ataxia-Telangiectasia; […] A-T fibroblasts, KAP-1 phosphorylation AlphaLISA; neocarzinostatin DNA damage 30 min before lysis; Potency, µM (highest dose often 57.5 µM), inactives show at the highest dose activation, actives largely listed as activators; 320,000 compounds, 0.19% hits; also: potency is read from the fitted curve at half-maximal effect; % of control where 0% means no effect; nearly all actives have a fitted effect of over 45% in size
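hTERT-immortalized A-T patient fibroblasts ([…]), 500 cells/well in OPTI-MEM, 1% FBS, got compounds for 60 min, then NCS for 30 min at 37C. Lysates were then assayed for phospho-KAP-1 by AlphaLISA (anti-pKAP1 donor, anti-KAP1 acceptor beads), 6 hr at 25C.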
TCR activator – Activators of T cell receptors: qHTS campaign. primary human leukocytes, anti-CD3, IL-2 HTRF, 48 h. Potency, µM (doses to about 9.22 µM), for the others: top-dose activation of IL-2 secretion, most hits filed as activators. 330,000 tested, under 10 active. AID 504894, 2011; also: % of control where 0% means no effect
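Activity was scored as IL-2 release from primary human leukocytes given only a TCR signal (a-CD3 beads) plus compound for 48 hr. Detection used a two-antibody HTRF format read at 665nm.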
Mito fusion act – qHTS Assay for Small Molecule Inhibitors of Mitochondrial Division or Activators of Mitochondrial Fusion; 320,000 compounds, 0.23% hits; S. cerevisiae fusion-defective mutant growth rescue, CellTiterGlo 48 h; Potency, µM (doses to about 46.1 µM), inactives show at the highest dose growth rescue (activation), actives largely listed as activators;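 also: potency is read from the fitted curve at half-maximal effect; % of control where 0% means no effect; nearly all actives have a fitted effect of over 45% in size; temperature-sensitive fusion mutants such as fzo1-1 at 37 °C on non-fermentable ethanol glycerol medium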
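Compounds are tested for their ability to restore growth of mitochondrial fusion-defective yeast strains at non-permissive 37C in YPEG medium over 48 hours. Viability is quantified by luciferase luminescence.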
ASM inhibitor – Inhibitors of Secretory Acid Sphingomyelinase (S-ASM): qHTS; placental ASM, HMU-PC fluorogenic substrate, 60 min; Potency, µM (top dose mostly 57.5 µM), for inactives: top-dose activity change, negative = inhibition, actives largely listed as inhibitors; 340,000 compounds, 0.006% hits; AID 504937, 2011; also: potency is read from the fitted curve at half-maximal effect
Target sequence (P17405 47-631 limits assumed): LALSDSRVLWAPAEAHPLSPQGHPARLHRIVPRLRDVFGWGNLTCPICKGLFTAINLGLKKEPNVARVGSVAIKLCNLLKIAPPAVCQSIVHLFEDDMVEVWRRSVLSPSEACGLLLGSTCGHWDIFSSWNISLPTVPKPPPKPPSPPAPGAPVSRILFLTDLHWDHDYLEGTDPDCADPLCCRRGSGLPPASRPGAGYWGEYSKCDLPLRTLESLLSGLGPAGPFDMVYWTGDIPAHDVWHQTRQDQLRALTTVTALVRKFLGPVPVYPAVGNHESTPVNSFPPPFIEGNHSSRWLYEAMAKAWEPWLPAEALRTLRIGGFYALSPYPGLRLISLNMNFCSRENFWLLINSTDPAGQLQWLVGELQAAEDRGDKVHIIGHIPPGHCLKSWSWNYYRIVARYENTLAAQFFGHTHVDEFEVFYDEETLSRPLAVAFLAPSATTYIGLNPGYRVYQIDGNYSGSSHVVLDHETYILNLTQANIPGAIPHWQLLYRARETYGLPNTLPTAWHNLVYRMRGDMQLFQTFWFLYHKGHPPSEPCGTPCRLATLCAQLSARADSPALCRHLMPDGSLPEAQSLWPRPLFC
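Fluorescence read-out (Ex 386 nm, Em 447 nm) after stopping the reaction at pH 10. Enzyme: ASM from human placenta; substrate HMU-PC0, 9 uM final; 60 min, 37 °C. Compound preincubation 10 min, ambient temperature.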
ELG1 DNA repair – qHTS screen for small molecules that inhibit ELG1-dependent DNA repair in human embryonic kidney (HEK293T) cells expressing luciferase-tagged ELG1 | Potency, µM (series often up to 46.1 µM), inactives show top-dose activity change, negative = inhibition, usual class: inhibitors | HEK293T ELG1-luciferase reporter, luminescence, 16 h; DNA damage induced by 5-fluorouridine | 330,000 compounds, 2.3% hits; also: potency is read from the fitted curve at half-maximal effect; % is scaled to controls: 0 for no effect and ±100 for the full control effect; nearly all actives have a fitted effect of over 55% in size
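In this reporter screen, reduction of luminescence relative to DMSO vehicle indicated activity. Compounds and 5-fluorouridine were added together to 2,000 cells per well, incubated for 16 hr at 37 °C, then developed with ONE-Glo.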
Chronic BCR inh – qHTS Assay to Find Inhibitors of Chronic Active B-Cell Receptor Signaling; 340,000 compounds, 0.05% hits; Potency, µM (top dose mostly 46.1 µM), inactives show at the top dose ratio change, negative = lower green/red ratio, usual class: inhibitors; ABC-DLBCL IkBa-CBG/CBR reporter, luminescence ratio, 4 h; active = well fitted inhibition curve with a large enough effect in the signal ratio, with a control signal flat, not every such curve was filed as active; inconclusive = small, poorly fitted or top-dose-only effect, or effect the other way, or a change in a side signal; the % refers to the signal ratio;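 also: potency is read from the fitted curve at half-maximal effect; plate controls were basal doxycycline-induced cells for no effect and cells given 10 µM MG132 for full effect; MG132 reads +100%, hits lower the ratio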
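Concentration-response series (up to 46 uM) were applied to TMD8 dual-reporter cells for 4 h at 37C with doxycycline. Green/red ratio, after filter-overlap correction, defined %Activity; red signal alone was normalised to basal cells and zero luminescence.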
PTAP TSG101 blk – qHTS Assay for Iinhibitors of HIV-1 Budding by Blocking the Interaction of PTAP/TSG101; 340,000 tested, under 10 active; Tumor susceptibility gene 101 protein (Homo sapiens), Q99816; Potency, µM (series often up to 115 µM), for inactives: top-dose activity change, negative = inhibition, actives largely listed as inhibitors; Fluorescence polarization, FITC-PTAP peptide / Tsg101 binding; AID 493005, 2010; active = well fitted inhibition curve with a large enough effect in the main read-out, with a control signal flat, not every such curve was filed as active; inconclusive = small, poorly fitted or top-dose-only effect, or effect the other way, or a change in a side signal; inactive = no such curve, though single readings can be large or run the other way; also: potency is read from the fitted curve at half-maximal effect; % of control where 0% means no effect
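FP read-out: FITC-PTAP peptide, 50 nM final, binding Tsg101 binding domain, 10 uM final; 20 min, r.t.; 10 mM HEPES pH 7.5, 0.15 M NaCl, 0.01% Tween 20, 3 mM EDTA, 0.1 mM TCEP.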
Tb PFK block – qHTS Assay to Find Inhibitors of T. brucei phosphofructokinase; T. brucei PFK, ADP-Glo luminescence; Potency, µM (doses to about 57.5 µM), for the others: at the top dose activity, negative = inhibition, hits mostly inhibitors; 330,000 compounds, 0.17% hits; AID 485367, 2010;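 also: potency is read from the fitted curve at half-maximal effect; 0% = uninhibited 1x PFK enzyme wells and -100% = no-enzyme wells; nearly all actives have a fitted effect of over 60% in size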
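1.25 nM PFK with 0.5 mM F6P and 0.1 mM ATP in 0.1 M TEA pH 8.0, 5 mM MgCl2, incubated 45 min at room temperature; ADP measured by ADP-Glo luminescence; compounds titrated up to 57 uM.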
a7 integrin act – qHTS for Activators of Integrin-Mediated Alleviation for Muscular Dystrophy. alpha7betagal myoblasts, beta-gal FDG fluorescence, 48 h. Potency, µM (highest dose often 38.3 µM), inactives show at the highest dose activation, hits mostly activators. 350,000 compounds, 0.064% hits. AID 624291, 2012;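 also: potency is read from the fitted curve at half-maximal effect; 100% = response of the positive control SU9516; nearly all actives have a fitted effect of over 60% in size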
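Alpha7betagal+/- myoblasts (passage 13) were plated 16-24 hr, then exposed to compounds (1:260 dilution of DMSO stock) for 48 hours at 37C. After MPER lysis, β-galactosidase reporter activity was read as FDG fluorescence (ex 480/em 540) after 30 minutes.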
Numbers without * were called inactive; u = inconclusive; x = no result given; [ ] = remark or other dose. Unless noted, calls follow the shape of the dose curve; as a rule, active = well fitted curve in the direction sought with a large enough effect; inconclusive = small, poorly fitted or top-dose-only effect, or another doubt; inactive = no such curve, though single readings can be large; an effect the other way counts as inactive or inconclusive. No enrichment for hits; about 3.2% have a hit in one of these screens.

smiles,TSHR antagonist,Eya2 inh,AT treatment,TCR activator,Mito fusion act,ASM inhibitor,ELG1 DNA repair,Chronic BCR inh,PTAP TSG101 blk,Tb PFK block,a7 integrin act
CCCCCCCCC(=O)NCCOc1ccc(OC)cc1,-4.6,0.0%,-0.4%,-4.6%[46.1 µM],-6.9%,-1.9%,10.0%,0.4%,-3.8%,-8.2%,11.7%
COc1ccc(CN(C)C(=O)Cn2cnc3c(SC)nc(N)nc32)cc1OC,-12.5,-8.1%,24.5%,6.1%,x,2.2%,u,-10.6%,-4.4%,-1.7%,-20.1%
O=C(NCC1CCCO1)C1CCC(N2C(=O)c3ccccc3C2=O)CC1 (stereo not drawn),-10.2,3.8%,1.5%,-3.4%,1.1%,3.1%,-13.7%,-0.9%,-15.8%,7.2%,21.0%
CCOC1(NC(=O)c2ccccc2)C(C)=CC(=O)C=C1C,7.1,7.7%,-3.3%,-0.1%,-1.1%,-2.1%,u,-0.4%,-2.2%,0.5%,11.4%
CCN(CC)C(=O)CSc1nnc(CNc2ccc(F)cc2)n1-c1ccccc1,2.6,-1.0%,-3.7%,3.5%[46.1 µM],-4.6%,-1.4%,-27.5%,5.7%,-6.3%,0.5%,1.8%
O=C(COc1ccc(S(=O)(=O)NC2CCCCC2)cc1Cl)NCc1ccc2c(c1)OCO2,-6.4,-14.7%,-0.4%,-2.7%,11.5%,-3.3%,-17.0%,13.6%,-3.0%,0.1%,19.1%
COc1cc(OC)cc(C(=O)NNC(=O)c2cc3c(s2)CCCC3)c1,7.9,5.1%,-3.4%,-22.8%,-0.2%,2.4%,u,-9.9%,1.4%,-4.7%,-12.3%
Cc1nc2ccc(S(=O)(=O)NCC(=O)Nc3cccc(F)c3)cc2s1,4.4,7.3%,-3.7%,-0.9%,2.1%,0.3%,0.5%,-2.0%,-1.6%,-5.1%,-5.0%
COc1ccc(-c2csc(NC(=O)Cc3cc(OC)c(OC)c(OC)c3)n2)cc1OC,-11.8,11.6%,3.9%,-0.5%,-13.5%,-6.8%,u,u,-2.9%,-0.5%,-25.2%
NCC(O)CN(c1ccccc1)c1ccccc1 (stereo not drawn),-3.7,-4.2%,-1.0%,-7.5%,-2.6%,-6.3%,-0.7%,-6.3%,-2.7%,-0.5%,-8.5%
Cc1nn(C2CCS(=O)(=O)C2)c(C)c1CN(C)C(=O)c1ccc(Cl)cc1 (stereo not drawn),32.4,-11.6%,-1.0%,3.8%,2.3%,-1.6%,-6.4%,3.1%,-4.7%,5.0%,u
COc1ccccc1N1N=C(C(=O)c2ccccc2)C2C(=O)N(c3ccc(Br)cc3)C(=O)C21 (stereo not drawn),-6.8,8.1%,-3.7%,-1.3%,1.6%,u,-9.9%,2.2%,u,-2.5%,-4.2%

Next entries:
smiles,TSHR antagonist,Eya2 inh,AT treatment,TCR activator,Mito fusion act,ASM inhibitor,ELG1 DNA repair,Chronic BCR inh,PTAP TSG101 blk,Tb PFK block,a7 integrin act
O=C(CNC(=O)c1ccc(Cl)cc1Cl)OCc1nnc(-c2ccccc2)o1,-9.3,8.9%,2.3%,-8.2%,1.8%,-1.5%,22.3%,-0.1%,0.7%,0.0%,8.8%
Cc1ccccc1C1c2[nH]c3ccccc3c2CCN1Cc1cccn1-c1ncccn1 (stereo not drawn),-1.0,3.1%,-11.5%,3.0%,5.4%,32.7%[activator],u,u,-1.1%,-2.0%,-50.6%[inhibitor]
O=C(NCC1CCCO1)c1ccc(Cl)c(S(=O)(=O)Nc2ccccc2)c1 (stereo not drawn),5.2,0.1%,11.9%,5.8%,0.0%,3.9%,-12.5%,4.6%,0.6%,0.9%,-12.5%
Cc1ccc(/C([O-])=C(/C(=S)NCc2ccco2)[n+]2ccccc2)cc1,-2.5,-0.6%,3.3%,x,-0.7%,x,-12.3%,10.3%,x,5.8%,x
Cc1occc1C(=O)N=Nc1c(O)n(C)c2ccccc12,-6.7,-8.0%,3.4%,-4.6%[46.1 µM],3.2%,-1.0%,u,-2.9%,0.7%,6.6%,u
CSc1nnc(-c2sccc2-n2cccc2)o1,-0.2,8.5%,0.6%,0.9%,-7.0%,1.6%,7.9%,u,-7.3%,-5.1%,-5.3%
CCCSc1nsc(SCCC)c1C#N,9.1,-23.2%,x,-4.1%,1.4%,-0.8%,u,u,-8.6%,-2.3%,10.8%
CCN(CC)c1ccc(/C=N/NC(=O)c2nnn(-c3nonc3N)c2C(C)C)c(O)c1,-5.0,-5.7%,-19.6%,7.8%,-6.1%,177.9%[activator],25.6%,3.9%,-5.7%,3.1%,-23.3%
CCN(CC)CCCn1c2c(c(SCC(=O)Nc3ccc4c(c3)OCCO4)nc1=O)CCC2,0.9,-10.2%,-5.0%,2.4%,-0.4%,-2.5%,12.3%,-9.9%,-0.2%,-10.9%,-20.0%
COc1cc2c(cc1NC(=O)COC(=O)/C=C/c1ccccc1)oc1ccccc12,-3.0,13.9%,-0.6%,-2.8%[46.1 µM],-0.7%,-4.6%,6.9%,-5.0%,-0.5%,0.4%,u
CN1CCN(S(=O)(=O)c2cccc(C(=O)Nc3sccc3C#N)c2)CC1,-37.5,22.5%,10.0%,-0.2%,-2.5%,-2.8%,8.9%,-0.2%,14.3%,-1.5%,-12.1%
CCOC(=O)CN1C(=O)COc2ccc(Cl)cc21,10.1,-9.8%,-1.1%,5.1%,0.2%,6.1%,12.5%,-1.1%,-9.7%,0.4%,-4.9%

Following part.
smiles,TSHR antagonist,Eya2 inh,AT treatment,TCR activator,Mito fusion act,ASM inhibitor,ELG1 DNA repair,Chronic BCR inh,PTAP TSG101 blk,Tb PFK block,a7 integrin act
COc1ccc(Cn2c(C)c(C)c(C#N)c2NC(=O)Nc2ccc(F)cc2)cc1,-7.6,-22.5%,4.9%,-4.3%,-3.1%,-0.3%,19.8%,u,-0.3%,0.9%,-19.9%
CC(=O)c1ccc(OCCNS(=O)(=O)c2ccc(-n3cnnn3)cc2)cc1,-10.0,-7.1%,1.6%,0.3%,-7.4%,-1.5%,-3.8%,2.6%,-2.9%,-0.7%,-9.2%
CCc1cccc(C)c1NS(=O)(=O)c1cc(Br)cnc1N,-2.9,-13.7%,3.9%,4.2%,30.2%,-3.1%,14.3%,7.3%,-2.1%,-21.7%,u
CCn1nc(CC(=O)Nc2nnc(CC(=O)N3CCOCC3)s2)c2ccccc2c1=O,4.7,22.3%,-1.0%,1.1%,-0.4%,-1.4%,8.3%,1.6%,-0.6%,0.5%,-9.4%
O=C(C1CCN(c2nnc(N3CCCC3=O)s2)CC1)N1CCN(Cc2ccc3c(c2)OCO3)CC1,7.3,4.5%,0.5%,2.6%[46.1 µM],-0.8%,1.0%,13µM*,-3.0%,-1.1%,0.0%,-12.2%
CN(C)S(=O)(=O)c1cc(NC(=O)COC(=O)C2CSC3(C)CCC(=O)N23)ccc1Cl (stereo not drawn),-10.9,3.1%,7.3%,-4.2%[46.1 µM],-5.0%,5.1%,6.3%,-14.2%,-9.2%,0.0%,15.8%
O=C(CN1C(=O)CCC1=O)Nc1nc(-c2ccccn2)cs1,7.1,18.5%,x,-10.5%,-1.0%,2.0%,-16.3%,u,-6.1%,-13.5%,-18.2%
CCOC(=O)CSC1=C(C#N)C(C)C2=C(CCCC2=O)N1 (stereo not drawn),-6.4,3.9%,-1.1%,4.4%,5.1%,72.9%[activator],u,u,-0.4%,-3.3%,20.9%
